Bioassay records: PubChem BioAssay, several laboratories
MrgX1 antagonist – antagonists of human MrgX1 receptor, primary screen, HEK293 cells, Fluo-4 calcium flux; B-score at 10 µM; Mas-related G-protein coupled receptor member X1 (Homo sapiens), Q96LB2; AID 588676, 2011; BAM8-22 antagonism; active compounds read low; 310,000 tested, 1.3% active;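 active = calcium-response B-score plate-corrected more than 3 library SD below zero, starting fluorescence within 5 deviations, no agonist response on first addition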;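 note: peak minus trough fluorescence over baseline after final BAM8-22 challenge near maximal dose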
MrgX1 ag – agonists of human MrgX1 receptor, primary screen, HEK293 cells, Fluo-4 calcium flux | AID 588627, 2011 | Fluo-4 calcium fluorescence, agonist mode; active compounds read high | B-score at 10 µM | Mas-related G-protein coupled receptor member X1 (Homo sapiens), Q96LB2 | 310,000 tested, 0.44% active;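 active = calcium response B-score plate-corrected fluorescence ratio at least 3 library SD, with starting fluorescence B-score inside 5 SD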
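Material: MrgX1-expressing HEK293 cells / Dosing: compound as first of three additions / Incubation: overnight seeding, then 1 h dark dye loading / Signal: Fluo-4 NW calcium fluorescence / Evaluation: B-scored fluorescence response ratio / Benchmarks: positive and negative control wells on each plate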
PolyA inhibitor – polyadenylation inhibitors in yeast reporter cells, primary screen, luminescence, S. cerevisiae; S. cerevisiae SKY197-pL101 polyadenylation reporter, beta-gal luminescence; efflux-impaired pdr1/pdr3 knockout yeast; score 100 = 6 SD above DMSO; calls only at 12 µM; 300,000 tested, 0.02% active; AID 1875, 2009;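 active = lowest replicate activity score at least 50, where 100 means six control SD above control mean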;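 note: yeast exposed to compound for 9 h at 30 °C; higher score means more reporter readthrough which indicates perturbed polyadenylation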
TRPC4 PAM – positive allosteric modulators of TRPC4, primary screen, cell-based, mouse TRPC4beta, HEK293 mu-opioid, Fluo-4 calcium; AID 2227, 2009; B-score at 10 µM; DAMGO EC20, Fluo-4 Ca2+ flux; active compounds read high; Short transient receptor potential channel 4 (Mus musculus), Q9QUQ5; 310,000 tested, 0.42% active;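 active = B-score of calcium response area above 5 SD of library B-scores, with initial fluorescence ratio within 5 SD of library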;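 note: B-score of integrated fluorescence ratio over time as area under calcium response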
Target sequence (Q9QUQ5 whole entry, looked up): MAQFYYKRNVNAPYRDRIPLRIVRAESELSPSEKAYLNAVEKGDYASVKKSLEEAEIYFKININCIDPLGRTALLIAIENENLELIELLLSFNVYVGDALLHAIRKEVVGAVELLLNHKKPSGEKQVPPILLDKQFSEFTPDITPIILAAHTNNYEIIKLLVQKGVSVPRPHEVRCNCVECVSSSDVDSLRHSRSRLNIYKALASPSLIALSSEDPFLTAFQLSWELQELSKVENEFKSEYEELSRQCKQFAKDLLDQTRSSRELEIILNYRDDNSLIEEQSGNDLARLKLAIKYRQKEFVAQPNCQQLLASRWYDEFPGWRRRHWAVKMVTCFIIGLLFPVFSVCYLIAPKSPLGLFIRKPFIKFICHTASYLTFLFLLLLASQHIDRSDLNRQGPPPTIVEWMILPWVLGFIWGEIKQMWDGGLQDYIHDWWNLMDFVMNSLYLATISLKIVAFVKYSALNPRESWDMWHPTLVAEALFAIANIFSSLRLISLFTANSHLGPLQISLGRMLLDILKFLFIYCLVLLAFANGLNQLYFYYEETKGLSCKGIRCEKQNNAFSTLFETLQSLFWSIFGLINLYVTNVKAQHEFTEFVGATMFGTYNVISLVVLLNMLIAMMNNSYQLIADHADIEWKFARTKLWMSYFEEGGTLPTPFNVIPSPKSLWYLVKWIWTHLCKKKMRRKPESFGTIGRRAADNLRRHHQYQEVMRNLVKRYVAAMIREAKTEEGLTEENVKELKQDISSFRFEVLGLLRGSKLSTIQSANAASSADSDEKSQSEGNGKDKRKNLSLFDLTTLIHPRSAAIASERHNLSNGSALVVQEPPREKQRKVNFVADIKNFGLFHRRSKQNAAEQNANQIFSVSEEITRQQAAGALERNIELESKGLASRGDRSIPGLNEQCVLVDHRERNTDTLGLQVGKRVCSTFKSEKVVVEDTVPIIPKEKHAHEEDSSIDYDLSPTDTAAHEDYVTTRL
HIF act – HIF pathway transcriptional activators, primary screen, cell-based, U2OS HRE-luciferase, luminescence; 300,000 tested, 0.32% active; U2OS HRE-luciferase reporter; normalized: DMSO 0%, desferrioxamine 100%; activation, % at 7.5 µM (by protocol);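 active = mean activation of at least 10% of the iron chelator positive control signal, with at least half of replicates also reaching 10%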
TRPC6 activator – mouse TRPC6 channel activators, primary screen, cell-based, HEK293, membrane potential dye | Short transient receptor potential channel 6 (Mus musculus), Q61143 | HEK293-TRPC6 membrane potential dye fluorescence; active compounds read high | B-score at 10 µM | 310,000 tested, 0.13% active | AID 2550, 2010;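 active = B-score of the integrated fluorescence ratio above library mean plus 3 SD, and starting fluorescence ratio within library mean plus 5 SD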;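 note: higher score means more depolarization so channel activation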
TRPC4 agonist – activators of mouse TRPC4 channel, primary screen, Fluo4 calcium, HEK293 TRPC4beta/mu-opioid cells; Short transient receptor potential channel 4 (Mus musculus), Q9QUQ5; Fluo4 calcium fluorescence; active compounds read high; B-score at 10 µM; 310,000 tested, 0.49% active;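 active = B-score above 5 SD of library B-scores, and initial fluorescence ratio not above library mean plus 5 SD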;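 note: positive B-score marks a calcium rise read as TRPC4 activation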
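Assay system: HEK293 stable line with TRPC4beta plus mu-opioid receptor; schedule: 45 min room-temperature Fluo4 loading, 110 s read; technique: kinetic Fluo4 calcium fluorescence; evaluation: integrated baseline-normalised fluorescence ratio, converted to per-well B score; controls: buffer (low) and maximal DAMGO (high)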
MrgX1 allo act – positive allosteric modulators of MrgX1, primary screen, HEK293 cells, Fluo-4 calcium flux. Mas-related G-protein coupled receptor member X1 (Homo sapiens), Q96LB2. AID 588675, 2011. B-score at 10 µM. 310,000 tested, 0.63% active. FDSS; active compounds read high;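 active = plate-corrected calcium response at least 3 library SD above typical, normal starting fluorescence, not activating the receptor alone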;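 note: compound read alongside a low EC10 to EC30 dose of BAM8-22 agonist; peak minus trough fluorescence over baseline measured at the second addition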
TRPC4 inh – inhibitors of mouse TRPC4 channel, primary screen, Fluo4 calcium, HEK293 TRPC4beta/mu-opioid cells; AID 2247, 2010; 300,000 tested, 0.39% active; DAMGO-evoked Fluo4 calcium flux; active compounds read low; B-score at 10 µM;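 active = B-score over 3 SD under the library average, no early fluorescence shift, positive overall ratio signal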
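Assay system: TRPC4beta/mu-opioid receptor HEK293 cell line; compound dosing: single concentration per test compound; detection: Fluo4 Ca2+ flux fluorescence; evaluation: per-well B score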
AI-2 QS modul – Vibrio harveyi AI-2 quorum sensing modulators, primary screen, JMH597 strain, luminescence/OD600 ratio; Vibrio harveyi JMH597 AI-2 luminescence/OD600 ratio, 9 h; active compounds read low; strain lacks LuxN and CqsS sensors; 0 = neutral-control median; activity change, % at 7.5 µM; 300,000 tested, 0.4% active; in the data active = activity change below about -75%, passing the limit was not always enough;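 note: luminescence divided by OD600 gain over 9 h not by final OD600 alone; inactives centre near 13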
TRPC6 inh – mouse TRPC6 channel inhibitors, primary screen, cell-based, HEK293, membrane potential dye | Short transient receptor potential channel 6 (Mus musculus), Q61143 | ACh-evoked depolarization; active compounds read low | B-score at 10 µM | 310,000 tested, 1.1% active | AID 2553, 2010;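 active = B-score under library mean minus 3 SD, initial fluorescence not abnormally high, positive integrated signal ratio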;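 note: B-score derived from integrated fluorescence ratio over the kinetic read; more negative B-score means stronger inhibition of depolarization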
* hit, by the source's call; i = inactive; / = no result given. Only part of the results is shown; the hit share may differ from the screen's.

SMILES | MrgX1 antagonist | MrgX1 ag | PolyA inhibitor | TRPC4 PAM | HIF act | TRPC6 activator | TRPC4 agonist | MrgX1 allo act | TRPC4 inh | AI-2 QS modul | TRPC6 inh
COCCn1nnnc1C(c1ccc(OC)cc1OC)N1CCN(c2ccccc2F)CC1 (stereo not drawn) | i | i | i | i | 0.1 | i | i | i | i | 22 | i
CCOC(=O)C(C(=O)NCc1ccc(F)cc1)c1ncc(C(F)(F)F)cc1Cl (stereo not drawn) | i | i | i | / | 0.4 | / | / | i | / | 21 | /
CCCCc1ccc(NC(=S)Nc2ccc(Nc3ccc(OC)cc3)cc2)cc1 | i | i | i | i | 0.7 | i | i | i | i | 5 | i
CCN(CCNC(=O)CN(C)S(=O)(=O)c1cccc2nsnc12)c1ccccc1 | i | i | i | i | / | i | i | i | i | 15 | i
COc1ccc(N2CCN(C(=O)Cn3c(=O)[nH]c4ccccc4c3=O)CC2)cc1 | i | i | i | i | -0.8 | i | i | i | i | 18 | i
CCOc1ccc(NC(=O)Nc2ccc3c(c2)CCC3)cc1 | i | i | i | i | 0.3 | i | i | i | i | 17 | i
O=C(Nc1sc2c(c1C(=O)NC1CCCCC1)CCC2)c1ccco1 | / | / | i | i | -0.5 | i | i | / | i | 26 | i
CSC1=NC2(C)CCCCC2C12C=CC(=O)C=C2 (stereo not drawn) | i | i | i | i | -0.1 | i | i | i | i | 4 | i
N#CCC(=O)Nc1ccc(C(=O)Nc2cccnc2)cc1 | i | i | i | i | -0.2 | i | i | i | i | -1 | i
O=C(Nc1nn[nH]n1)C12CC3CC(CC(C3)C1)C2 | i | i | i | i | 0.0 | i | i | i | i | -1 | i
Cc1ccccc1NC(=O)C1CCCN1S(=O)(=O)c1cccc2cccnc12 (stereo not drawn) | i | i | i | i | / | i | i | i | i | 0 | i
O=C(NC(=S)Nc1ccc2c(c1)OCCO2)c1ccco1 | i | i | i | i | 1.4 | i | i | i | i | 23 | i
Cc1ccc(S(=O)(=O)N2CCCC(C(=O)NCCc3ccc(S(N)(=O)=O)cc3)C2)cc1 (stereo not drawn) | i | i | i | i | 0.5 | i | i | i | i | / | i
CC(C(=O)N1CCOCCOCCOCC1)N1C(=O)c2ccccc2C1=O (stereo not drawn) | i | i | i | i | -0.3 | i | i | i | i | 25 | i
NC(=O)NOCc1c(Cl)cccc1Cl | i | i | i | i | -0.4 | i | i | i | i | 25 | i
COc1ccc(NC(=O)NCCCN2CCCC2=O)c(OC)c1 | i | i | i | i | -0.8 | i | i | i | i | 18 | i
Cc1ccc(C)c(NS(=O)(=O)c2cc(Br)cnc2N)c1 | i | i | i | i | -0.1 | i | i | i | i | 6 | i
O=C(NCCc1nnc2ccc(NCc3ccccc3Cl)nn12)c1ccccc1 | i | i | i | i | -0.1 | i | i | i | i | 15 | i
CCNC(=O)/C(=C/c1ccco1)NC(=O)/C=C/c1ccccc1 | i | i | i | i | 0.7 | i | i | i | i | 18 | i
c1ccc(Nc2nc(-c3ccncc3)cs2)nc1 | i | i | i | i | 2.5 | i | i | i | i | 25 | i
COc1cc(C(=O)OCC(C)=O)cc(NC(=O)c2ccco2)c1OC | i | i | i | i | -0.3 | i | i | i | i | 21 | i
CCOc1ccc2cc(C#N)c(SCC(=O)N3CCC(C)CC3)nc2c1 | i | i | i | i | -0.5 | i | i | i | i | 23 | i
COc1ccc(NCc2nnc(SCC(=O)NNC(=O)c3ccc(C)cc3)n2C)cc1 | i | i | i | i | 0.5 | i | i | i | i | 1 | i
FC(F)(F)c1cc(-c2ccccc2)nc(-n2cc(Cl)cn2)n1 | i | i | i | i | -0.6 | i | i | i | i | 12 | i
COc1ccc(-c2nc(O)c3cnccn23)cc1 | i | i | i | i | 0.8 | i | i | i | i | 23 | i
CCOC(=O)Cc1csc(NC(=O)c2cc(OC)cc(OC)c2)n1 | i | i | i | i | 0.6 | i | i | i | i | 22 | i
CN(C)S(=O)(=O)c1ccc2c(c1)C(=NNC(N)=O)c1cc(S(=O)(=O)N(C)C)ccc1-2 | i | i | i | i | 0.4 | i | i | i | i | 7 | i
Cc1noc(C)c1COc1cccc(C(=O)NC(C)(C)C)c1 | i | i | i | i | -1.1 | i | i | i | i | 16 | i
CCN(CC)S(=O)(=O)c1ccc2[nH]c(=O)cc(C(=O)Nc3ccc(C)c(S(=O)(=O)N(CC)CC)c3)c2c1 | i | i | i | i | -1.6 | i | i | i | i | 21 | i
CCSc1ccccc1C(=O)Nc1cccc(OC)c1 | i | i | i | i | 0.8 | i | i | i | i | 20 | i
COc1ccc(C(=O)Nc2ccccc2C(=O)NCc2ccco2)cc1OC | i | i | i | i | -0.2 | i | i | i | i | 23 | i
Cc1nc2c3cc(Cl)ccc3n(CCN3CCCCC3)c2s1 | i | i | i | i | 0.9 | i | i | 11* | -6* | 21 | i
Brc1ccc(OCCOCCOc2cccc3cccnc23)cc1 | i | i | i | i | -0.3 | i | i | i | i | -18 | i
CCOC(=O)C(CC)Sc1nc2c(c(=O)[nH]c(=O)n2C)n1C/C=C(/C)Cl (stereo not drawn) | i | i | i | i | 0.3 | i | i | i | i | 33 | i
O=C(O)C1C2C=CC(C2)C1C(=O)Nc1ccccc1Br (stereo not drawn) | i | i | i | i | -8.6 | i | i | i | i | 6 | i
COc1ccc(C(=O)NCC(=O)N2CCc3ccccc3C2)cc1 | i | i | i | i | 0.3 | i | i | i | i | 18 | i
CCOC(=O)c1ccc(NC(=O)CSc2nnc(CNC(=O)c3c(F)cccc3Cl)o2)cc1 | i | i | i | i | 0.6 | i | i | i | i | 9 | i
CCCCCCC1CC(CSc2ncn[nH]2)OC1=O (stereo not drawn) | i | i | i | i | -0.1 | i | i | i | i | 2 | i
CCC(=O)c1ccc(OCC(=O)NCC2(N3CCCCC3)CCCCC2)cc1 | i | i | i | i | -0.2 | i | i | i | i | 19 | i
O=C(Nc1ccc(Cl)c(Cl)c1)Nc1nccs1 | i | i | i | i | 3.6 | i | i | i | i | 26 | i

Compounds shown so far with a cyano group:
SMILES | MrgX1 antagonist | MrgX1 ag | PolyA inhibitor | TRPC4 PAM | HIF act | TRPC6 activator | TRPC4 agonist | MrgX1 allo act | TRPC4 inh | AI-2 QS modul | TRPC6 inh
N#CCC(=O)Nc1ccc(C(=O)Nc2cccnc2)cc1 | i | i | i | i | -0.2 | i | i | i | i | -1 | i
CCOc1ccc2cc(C#N)c(SCC(=O)N3CCC(C)CC3)nc2c1 | i | i | i | i | -0.5 | i | i | i | i | 23 | i

Further results
SMILES | MrgX1 antagonist | MrgX1 ag | PolyA inhibitor | TRPC4 PAM | HIF act | TRPC6 activator | TRPC4 agonist | MrgX1 allo act | TRPC4 inh | AI-2 QS modul | TRPC6 inh
CC(=O)c1c(C)[nH]c(C(=O)OCc2ccccc2)c1C | i | i | i | i | 1.7 | i | i | i | i | 16 | i
COc1ccccc1N1CCN(C2CCCN(C(=O)CN3CCCC3=O)C2)CC1 (stereo not drawn) | i | i | i | i | -0.4 | i | i | i | i | 13 | i
O=C(NCC1CCCO1)c1cn(-c2ccccc2)nc1-c1ccccc1 (stereo not drawn) | i | i | i | i | 0.0 | i | i | i | i | 13 | i
CC(=O)NCCC(=O)Nc1nc(-c2cccs2)c(-c2cccs2)s1 | i | i | i | i | 0.7 | i | i | i | i | 26 | i
CCc1nnc(NS(=O)(=O)c2ccc(Nc3ccc4nonc4c3[N+](=O)[O-])cc2)s1 | i | i | i | i | -0.1 | i | i | i | i | 40 | i
CCOC(=O)C/C(C)=N/NC(=O)CN(c1ccc(Br)cc1)S(=O)(=O)c1ccccc1 | i | i | i | i | -0.1 | i | i | i | i | -1 | i
COc1ccc(/C=N/Nc2nnc(Cc3ccc(OC)c(OC)c3)c(=O)[nH]2)cc1OC | i | i | i | i | -0.8 | i | i | i | i | 10 | i
CCOC(=O)C(C)Sc1nnc2n1C(C)(C)Cc1ccccc1-2 (stereo not drawn) | i | i | i | i | -0.4 | i | i | i | i | 1 | i
OCCC1CN(Cc2ccncc2)CCN1C1CCCC1 (stereo not drawn) | i | i | i | i | 0.3 | i | i | i | i | 18 | i
COc1ccc(NS(=O)(=O)c2cccc(NC(=O)C34CCC(CC3)C4)c2)cc1 | i | i | i | i | -0.1 | i | i | i | i | 11 | i
Cc1ccnc(NS(=O)(=O)c2ccc(NC(=O)c3ccccc3F)cc2)n1 | i | i | i | i | -0.5 | i | i | i | i | 23 | i
CC1(C)Oc2ccc(C(=O)NNC(=O)Nc3ccccc3)cc2NC1=O | i | i | i | i | -0.2 | i | i | i | i | 33 | i
Cc1ccc(-c2cc(C(=O)Nc3ccc(S(=O)(=O)Nc4ncccn4)cc3)c3ccccc3n2)cc1 | -5.7* | i | i | i | 0.4 | i | i | i | i | -5 | i
O=C(Nc1cccc(OC(F)(F)F)c1)c1ccc(Br)o1 | i | i | i | i | 0.6 | i | i | i | i | 21 | i
Cc1cc(C)c(S(=O)(=O)c2ccccc2C)c(OCC(C)(C)C)n1 | i | i | / | i | -0.4 | i | i | i | -6* | 10 | i
Cc1cc(/C=C2\C(=O)NN(c3ccccc3)C2=O)c(C)n1-c1ccccc1O | i | i | i | i | 1.9 | i | i | i | i | 17 | i
Cc1cc(C)n(CCCNC(=O)CN(C)S(=O)(=O)c2ccc(Cl)cc2)n1 | i | i | i | i | -5.6 | i | i | i | i | -5 | i
CCC(c1nnnn1C1CCCC1)N1CCN(c2cccc(OC)c2)CC1 (stereo not drawn) | i | i | i | i | -0.3 | i | i | i | i | 24 | i
